Bioassay records from PubChem BioAssay.
Pf Dd2 growth: P. falciparum Dd2 growth inhibition. SYBR Green, 72 h; hits give low values. 94,000 tested, 2.3% active. activity change, % at 10 µM; in the data active = activity change below about -80%; inconclusive = no clear call, values can overlap the other calls
T cruzi growth: inhibitors of T. cruzi proliferation. inhibition, % at 8.34 µM. 77,000 tested, 5.9% active. T. cruzi beta-gal in NIH3T3, GalScreen luminescence, 90 h;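 active = mean inhibition above about 93%, with at least 55% of replicates each passing it, limit read from the data, passing the limit was not always enough; inconclusive = only one of those two conditions holds; inactive = neither condition holds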
C diff growth: C. difficile growth inhibition; 86,000 tested, 0.25% active; growth activity, negative = inhibition, % at 16 µg/mL (by protocol); Clostridium difficile clinical isolate growth, OD600, 24 h; hits give low values;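 active = mean growth activity at or below -80% and every replicate also at or below -80%; inconclusive = mean at or below -80% but some replicate above -80%; inactive = mean growth activity above -80%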;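 also: 0% = DMSO wells and -100% = levofloxacin 16 µg/mL wells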
KDM4C inh: blocks human GASC-1 (KDM4C) demethylase activity; 96,000 tested, 0.15% active; Q9H3R0; AID 720574; GST-KDM4C 2-372, H3K9me3 peptide, LANCE TR-FRET; inhibition, % at 12.5 µM;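 active = mean replicate inhibition above about 25%, with at least 55% of replicates also reaching it, limit read from the data, passing the limit was not always enough; inconclusive = only one of those two conditions met; inactive = neither condition met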
Target sequence (Q9H3R0 2-372 limits assumed): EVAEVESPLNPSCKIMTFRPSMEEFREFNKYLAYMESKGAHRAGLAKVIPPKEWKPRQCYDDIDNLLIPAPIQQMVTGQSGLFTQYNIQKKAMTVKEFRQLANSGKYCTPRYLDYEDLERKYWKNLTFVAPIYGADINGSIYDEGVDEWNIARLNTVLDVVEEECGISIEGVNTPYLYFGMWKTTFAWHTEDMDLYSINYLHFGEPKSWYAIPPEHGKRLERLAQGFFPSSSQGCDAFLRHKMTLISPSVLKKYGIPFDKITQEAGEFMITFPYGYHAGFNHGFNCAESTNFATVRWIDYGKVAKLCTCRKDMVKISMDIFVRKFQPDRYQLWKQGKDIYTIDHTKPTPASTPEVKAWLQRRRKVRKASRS
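Material: GST-tagged GASC-1 (JMJD2C) catalytic fragment, aa 2-372 / Quantity: enzyme final amount 10 nM / Medium: HEPES buffer, pH 7.5, plus ascorbate / Doses: one test concentration per compound / Incubation: 30 min reaction, 60 min detection, RT / Measured by: LANCE TR-FRET / Read-out: inhibition from TR-FRET ratio decrease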
* hit, by the source's call; & = joins results of further samples; ! = a repeat was not active.

Screening C[C@@H]1CN([C@@H](C)CO)C(=O)c2cc(NS(=O)(=O)c3ccc(F)cc3)ccc2O[C@@H]1CN(C)S(=O)(=O)c1ccc(Cl)cc1 returned Pf Dd2 growth 14, T cruzi growth 92*, C diff growth 0 and KDM4C inh -0.6.
For C[C@@H]1CN([C@H](C)CO)C(=O)Cc2cc(NC(=O)NC3CCCCC3)ccc2O[C@@H]1CN(C)S(=O)(=O)c1ccccc1 the results were Pf Dd2 growth -10, T cruzi growth -11, C diff growth 3 and KDM4C inh 1.0.
`Cc1ccccc1-c1cnc2c(c1)C(=O)N([C@@H](C)CO)C[C@@H](C)[C@H](CN(C)C(=O)c1cccnc1)O2` gave T cruzi growth -12, C diff growth 3 and KDM4C inh 0.3.
For CN(C)C(=O)C[C@H]1CC[C@@H]2[C@H](COC[C@H](O)CN2S(=O)(=O)c2ccccc2Cl)O1 the results were Pf Dd2 growth 54, T cruzi growth -130, C diff growth -1&-5 and KDM4C inh 1.7.
Screening O=C(C[C@H]1CC[C@@H]2[C@H](COC[C@@H](O)CN2S(=O)(=O)c2ccc(F)cc2)O1)NCCN1CCCCC1 returned Pf Dd2 growth -28, T cruzi growth 114* and KDM4C inh 1.3.
Screening O=C(CC1CC1)N1CC2(C1)[C@H](c1ccccc1)[C@@H](CO)N2Cc1cccc(F)c1 returned Pf Dd2 growth -14, C diff growth 10 and KDM4C inh 0.3.
For CO[C@@H]1CN(C)C(=O)c2cc(NS(=O)(=O)c3ccc(Cl)cc3)ccc2OC[C@H](C)N(C)C[C@@H]1C the results were Pf Dd2 growth 39, T cruzi growth -74, C diff growth -5 and KDM4C inh 0.0.
Screening O=C(C[C@H]1CC[C@@H]2[C@H](COC[C@H](O)CN2C(=O)c2cnccn2)O1)NCc1ccccc1 returned Pf Dd2 growth 12, T cruzi growth -32 and KDM4C inh -0.3.
`C[C@H]1CN([C@@H](C)CO)C(=O)c2cc(NS(C)(=O)=O)ccc2O[C@H]1CN(C)C(=O)Nc1ccccc1` gave Pf Dd2 growth -8, C diff growth 2 and KDM4C inh -1.1.
Screening C[C@H](CO)N1C[C@H](C)[C@H](CN(C)Cc2ccccc2)Oc2ccc(NC(=O)Nc3ccccc3)cc2C1=O returned Pf Dd2 growth -1, T cruzi growth 19, C diff growth -2 and KDM4C inh 5.2.
C[C@@H]1CN([C@@H](C)CO)C(=O)c2cccc(NC(=O)C3CCOCC3)c2O[C@@H]1CN(C)Cc1ccc(-c2ccccc2)cc1 was read as Pf Dd2 growth -34, T cruzi growth 48, C diff growth 0 and KDM4C inh 5.7.
For CO[C@@H]1CC[C@@H]2CCOc3c(C#N)cccc3C(=O)N(C)C[C@@H](OC)[C@@H](C)C(=O)N(C)C[C@H]1O2 the results were T cruzi growth 12, C diff growth -4 and KDM4C inh 1.0.
Screening O=C(N[C@H]1CC[C@H](CCNS(=O)(=O)Cc2ccccc2)O[C@@H]1CO)c1ccc2c(c1)OCO2 returned Pf Dd2 growth 1, T cruzi growth 18 and KDM4C inh 0.5.
`CCCNC(=O)N1[C@H](C#N)[C@H](c2ccc(-c3ccc(C(=O)N(C)C)cc3)cc2)[C@H]1CO` gave Pf Dd2 growth -62, T cruzi growth 29, C diff growth 6 and KDM4C inh 6.3.
O=S(=O)(c1ccccc1)N1C[C@@H]2N[C@H](C1)C2c1ccc(-c2ccc(F)cc2)cc1 (some centres not stated) was read as Pf Dd2 growth -84*!, C diff growth 9&52 and KDM4C inh -2.3&-3.3.
Screening CC(=O)Nc1ccc2c(c1)C(=O)N(C)[C@H]1CC[C@@H](CC(=O)Nc3cn(C)nc3C)O[C@@H]1CO2 returned Pf Dd2 growth 5, T cruzi growth -8, C diff growth -4 and KDM4C inh 9.6.
`C[C@@H]1CN([C@@H](C)CO)C(=O)Cc2cc(NC(=O)Nc3ccc(F)cc3)ccc2O[C@@H]1CN(C)C(=O)Nc1ccc(F)cc1` gave Pf Dd2 growth 2, T cruzi growth -1, C diff growth -6 and KDM4C inh -1.9.
`COc1ccccc1NC(=O)N(C)C[C@@H]1OCc2cn(nn2)CCCC(=O)N([C@@H](C)CO)C[C@@H]1C` gave Pf Dd2 growth -5, T cruzi growth -27, C diff growth -3 and KDM4C inh 0.4.
Screening C[C@@H]1CN([C@H](C)CO)S(=O)(=O)c2ccc(C#CCN(C)C)cc2O[C@@H]1CN(C)S(C)(=O)=O returned T cruzi growth -7, C diff growth 6 and KDM4C inh 3.3.
For COCC#Cc1ccc(CC[C@H]2O[C@H]3CC[C@H](CO)O[C@H]3C[C@H]2n2cc(C3(O)CCCC3)nn2)cc1 the results were Pf Dd2 growth -24 and C diff growth 4.
Screening COc1ccc(C[C@@H]2CCn3cc(nn3)COC[C@H](Cc3ccccc3)NC2=O)cc1 returned C diff growth -9 and KDM4C inh 0.5.
For C[C@@H]1CN([C@H](C)CO)C(=O)Cc2cc(NC(=O)CCCCCC(=O)Nc3ccccc3N)ccc2O[C@@H]1CN(C)Cc1ccc(-c2ccccc2)cc1 the results were Pf Dd2 growth -44, T cruzi growth 75, C diff growth 4 and KDM4C inh -1.2.
For CN(C)CC(=O)Nc1ccc2c(c1)[C@H]1C[C@@H](CC(=O)NC3CCCC3)O[C@H](CO)[C@H]1O2 the results were Pf Dd2 growth -25, T cruzi growth -40 and KDM4C inh 0.3.
For C[C@@H]1CCCCO[C@@H](CN(C)Cc2ccccc2)[C@@H](C)CN([C@@H](C)CO)C(=O)c2cc(NC(=O)C3CCCCC3)ccc2O1 the results were Pf Dd2 growth -68, T cruzi growth 92, C diff growth -3 and KDM4C inh 2.6.
`C[C@@H]1CN([C@H](C)CO)C(=O)Cc2cc(NC(=O)Cc3ccccc3)ccc2O[C@@H]1CN(C)Cc1ccc(C(F)(F)F)cc1` gave Pf Dd2 growth -14, T cruzi growth 87, C diff growth -2 and KDM4C inh -0.6.
Screening CCCNC(=O)N1C[C@@H](C)[C@H](OC)CN(C)C(=O)c2cc(NC(=O)C3CCC3)ccc2OC[C@@H]1C returned T cruzi growth 59 and KDM4C inh -0.2.
For C[C@@H]1CN([C@@H](C)CO)C(=O)c2cccc(NC(=O)C3CCOCC3)c2O[C@@H]1CN(C)Cc1ccc(Oc2ccccc2)cc1 the results were Pf Dd2 growth -44, T cruzi growth 42, C diff growth 5 and KDM4C inh -0.7.
`Cc1ccc(S(=O)(=O)N(C)C[C@H]2Oc3c(NC(=O)Nc4ccc(F)cc4)cccc3C(=O)N([C@H](C)CO)C[C@@H]2C)cc1` gave Pf Dd2 growth -3, T cruzi growth 56, C diff growth -13 and KDM4C inh -3.7.
For O=C(C[C@@H]1CC[C@H](NC(=O)Nc2ccccc2)[C@H](CO)O1)NCc1cccc(F)c1 the results were Pf Dd2 growth 5, C diff growth -2 and KDM4C inh 0.3.
For CN1[C@@H]2c3ccc(-c4cncnc4)c(=O)n3C[C@@H]2[C@@H](CO)[C@@H]1C(=O)N1CCc2ccccc2C1 the results were Pf Dd2 growth 0, T cruzi growth 93, C diff growth 1 and KDM4C inh 12.
For COc1ccccc1S(=O)(=O)N[C@H]1CC[C@@H](CCNC(=O)C2CCCCC2)O[C@H]1CO the results were Pf Dd2 growth 0, T cruzi growth 9, C diff growth 1 and KDM4C inh -0.2.
For OC[C@H]1Nc2ccc(C#Cc3ccccc3)cc2[C@@H]2[C@H]1CCN2Cc1nccs1 the results were Pf Dd2 growth -47, T cruzi growth 98*, C diff growth 51 and KDM4C inh 0.4.
For C[C@H]1CN([C@@H](C)CO)C(=O)Cc2cc(NC(=O)c3ccncc3)ccc2O[C@@H]1CN(C)Cc1ccc(Oc2ccccc2)cc1 the results were Pf Dd2 growth -10, T cruzi growth 85, C diff growth -10 and KDM4C inh -0.9.
CCCC(=O)Nc1ccc2c(c1)C(=O)N(C)C[C@H](OC)[C@@H](C)CN(Cc1ccncc1)[C@@H](C)CO2 was read as T cruzi growth 37 and KDM4C inh 3.7.
C/C=C/c1ccc2c(c1)O[C@H](CN(C)C(=O)Nc1ccc(F)cc1)[C@@H](C)CN([C@H](C)CO)S2(=O)=O was read as Pf Dd2 growth -3, T cruzi growth 39, C diff growth 10 and KDM4C inh 2.6.
For CCN(C[C@H]1[C@@H](c2ccccc2)[C@@H](CO)N1CC1CC1)C(=O)c1ccccc1F the results were Pf Dd2 growth 4, C diff growth 4 and KDM4C inh 0.7.
For Cc1ccccc1-c1ccc(C2[C@@H]3CN(Cc4cocn4)C[C@H]2N3)cc1 (some centres not stated) the results were Pf Dd2 growth -32&-61, C diff growth 2&56 and KDM4C inh -0.3&-6.2.
Cc1noc(C)c1NC(=O)N(C)C[C@H]1OCCCC[C@H](C)Oc2ccc(NC(=O)c3ccccc3)cc2C(=O)N([C@@H](C)CO)C[C@H]1C was read as Pf Dd2 growth -17, T cruzi growth -9 and KDM4C inh -0.7.
Screening C[C@H](CO)N1C[C@H](C)[C@H](CN(C)C)OCCCC[C@H](C)Oc2ccc(NS(C)(=O)=O)cc2C1=O returned Pf Dd2 growth 28, T cruzi growth 89, C diff growth -3 and KDM4C inh 1.2.
Screening C[C@@H]1CN([C@H](C)CO)C(=O)c2cc(-c3ccncc3)cnc2O[C@@H]1CN(C)C(=O)C1CCCCC1 returned Pf Dd2 growth 15, C diff growth -3 and KDM4C inh -2.2.
`C[C@@H]1CN([C@@H](C)CO)C(=O)c2cc(-c3ccccc3)cnc2O[C@H]1CN(C)C` gave Pf Dd2 growth 12, T cruzi growth 21, C diff growth -2 and KDM4C inh -0.4.
`CCNC(=O)C[C@@H]1C=C[C@@H](NS(=O)(=O)c2ccc(F)cc2)[C@@H](CO)O1` gave Pf Dd2 growth 20, T cruzi growth -12 and KDM4C inh 4.1.
CO[C@@H]1CN(C)C(=O)c2cc(NC(C)=O)ccc2OC[C@H](C)N(Cc2cncnc2)C[C@H]1C was read as Pf Dd2 growth 6, C diff growth -1 and KDM4C inh -1.5.
CN(C)CCCNC(=O)C[C@H]1CC[C@@H]2[C@H](COC[C@H](O)CN2CC2CCCCC2)O1 was read as Pf Dd2 growth 6, C diff growth 6 and KDM4C inh 1.8.
For C[C@H]1CN([C@@H](C)CO)C(=O)c2cc(NC(=O)Nc3ccc4c(c3)OCO4)ccc2O[C@@H]1CN(C)C(=O)Nc1ccccc1 the results were Pf Dd2 growth 7, T cruzi growth 19, C diff growth -7 and KDM4C inh 4.2.
For Cc1ccc(S(=O)(=O)Nc2ccc3c(c2)C(=O)N([C@@H](C)CO)C[C@@H](C)[C@@H](CN(C)C)O3)cc1 the results were Pf Dd2 growth 5, C diff growth 2 and KDM4C inh 0.2.
C[C@@H]1CN([C@@H](C)CO)C(=O)c2cccc(NC(=O)c3ccncc3)c2O[C@H]1CN(C)Cc1ccc(-c2ccccc2)cc1 was read as Pf Dd2 growth -28, T cruzi growth 105*, C diff growth 10 and KDM4C inh 2.7.
For CCCC(=O)Nc1ccc2c(c1)OC[C@H](C)N(C(C)=O)C[C@@H](C)[C@H](OC)CN(C)C2=O the results were T cruzi growth -33, C diff growth -3 and KDM4C inh 0.3.
`COc1ccc(NC(=O)Nc2ccc3c(c2)CC(=O)N([C@H](C)CO)C[C@H](C)[C@@H](CN(C)Cc2ccc4c(c2)OCO4)O3)cc1` gave Pf Dd2 growth inconclusive, T cruzi growth 66, C diff growth 2 and KDM4C inh -0.2.
Screening COCCNC(=O)C[C@H]1C[C@@H]2c3cc(NC(=O)CN(C)C)ccc3O[C@@H]2[C@@H](CO)O1 returned Pf Dd2 growth 20, T cruzi growth -5, C diff growth -7 and KDM4C inh -0.3.
COCC(=O)N1CC2(C1)[C@H](c1ccc(-c3ccccc3)cc1)[C@H](CO)N2C(=O)COC was read as Pf Dd2 growth -11, C diff growth -12 and KDM4C inh -0.2.
For C[C@@H]1CN([C@H](C)CO)C(=O)c2cc(-c3cccc(C(=O)N(C)C)c3)cnc2O[C@H]1CN(C)C the results were Pf Dd2 growth 42, T cruzi growth -12, C diff growth -6 and KDM4C inh -0.2.

A run of entries taken from the entries so far:
For CCCC(=O)Nc1ccc2c(c1)OC[C@H](C)N(C(C)=O)C[C@@H](C)[C@H](OC)CN(C)C2=O the results were T cruzi growth -33, C diff growth -3 and KDM4C inh 0.3.
`COc1ccc(NC(=O)Nc2ccc3c(c2)CC(=O)N([C@H](C)CO)C[C@H](C)[C@@H](CN(C)Cc2ccc4c(c2)OCO4)O3)cc1` gave Pf Dd2 growth inconclusive, T cruzi growth 66, C diff growth 2 and KDM4C inh -0.2.
Screening COCCNC(=O)C[C@H]1C[C@@H]2c3cc(NC(=O)CN(C)C)ccc3O[C@@H]2[C@@H](CO)O1 returned Pf Dd2 growth 20, T cruzi growth -5, C diff growth -7 and KDM4C inh -0.3.
COCC(=O)N1CC2(C1)[C@H](c1ccc(-c3ccccc3)cc1)[C@H](CO)N2C(=O)COC was read as Pf Dd2 growth -11, C diff growth -12 and KDM4C inh -0.2.
For C[C@@H]1CN([C@H](C)CO)C(=O)c2cc(-c3cccc(C(=O)N(C)C)c3)cnc2O[C@H]1CN(C)C the results were Pf Dd2 growth 42, T cruzi growth -12, C diff growth -6 and KDM4C inh -0.2.
